Screening results deposited in PubChem by National Center for Advancing Translational Sciences (NCATS).
TRHR agonist: qHTS for Small Molecule Agonists and Allosteric Enhancers of Human TRH Receptor: Primary Screen for Agonists; AID 493084, 2011; activation, % at 2 µM; Thyrotropin-releasing hormone receptor (Homo sapiens), P34981; 0.18% of 360,000 active; TRHR cells, calcium flux fluo-8, FDSS agonist mode; in the data active means activation above about 30%; further: 0% is about no effect
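TRHR-expressing cells, plated overnight in medium with 10% serum, were loaded with fluo-8 calcium dye at room temperature. After a 10 s baseline, library compound was pin-added and calcium release was recorded kinetically (ex 480/em 530) as agonist response.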
D2 antag: HTS Assay for Allosteric Antagonists of the Human D2 Dopamine Receptor: Primary Screen for Antagonists | D(2) dopamine receptor (Homo sapiens), P14416 | HEK293 TREx D2 cells, calcium flux, dopamine EC80 | inhibition, % at 10 µM | 2% of 340,000 active | AID 485344, 2010; in the data active means inhibition above about 30%; further: 0% is about no effect
Target sequence (P14416 whole entry, looked up): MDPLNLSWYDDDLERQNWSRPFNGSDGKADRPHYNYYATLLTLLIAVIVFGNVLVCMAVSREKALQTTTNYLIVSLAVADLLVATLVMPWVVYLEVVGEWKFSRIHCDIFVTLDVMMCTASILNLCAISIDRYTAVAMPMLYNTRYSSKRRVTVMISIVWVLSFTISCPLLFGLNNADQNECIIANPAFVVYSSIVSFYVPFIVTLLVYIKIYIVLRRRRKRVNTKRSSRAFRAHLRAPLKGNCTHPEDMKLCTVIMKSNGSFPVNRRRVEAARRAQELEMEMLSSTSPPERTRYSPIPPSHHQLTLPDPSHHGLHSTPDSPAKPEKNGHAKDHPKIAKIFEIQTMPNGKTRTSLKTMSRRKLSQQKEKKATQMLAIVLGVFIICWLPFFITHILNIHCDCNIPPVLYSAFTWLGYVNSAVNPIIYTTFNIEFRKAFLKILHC
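Calcium flux kinetic readout in an inducible HEK293 TREx D2 line plated overnight at 30 C. After 180 s compound exposure, an EC80 dopamine challenge follows with another 180 s kinetic read to detect antagonism.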
Pin1 inh: qHTS Assay to Find Inhibitors of Pin1; Peptidyl-prolyl cis-trans isomerase NIMA-interacting 1 (Homo sapiens), Q13526; AID 504891, 2011; Potency, µM (highest dose often 115 µM), inactives show at the highest dose activity, negative = inhibition, usual class: inhibitors; Pin1 FP peptide displacement, HiFluor488, 10 min; 0.009% of 390,000 active; active means well fitted inhibition curve with a large enough effect in the polarisation, with a control signal flat, not every such curve was filed as active; inconclusive means small, poorly fitted or top-dose-only effect, or effect the other way, or a change in a side signal; inactive means no such curve, though single readings can be large or run the other way; the % refers to the polarisation; further: potency means the concentration at half of the fitted maximal effect; on the % scale 0 is the no-effect control and ±100 the full control effect
Target sequence (Q13526 whole entry, looked up): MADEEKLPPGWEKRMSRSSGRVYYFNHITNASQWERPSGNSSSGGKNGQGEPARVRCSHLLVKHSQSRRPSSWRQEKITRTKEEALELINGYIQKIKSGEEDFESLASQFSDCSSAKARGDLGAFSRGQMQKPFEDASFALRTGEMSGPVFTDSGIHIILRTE
D2 agonist: HTS Assay for Allosteric Agonists of the Human D2 Dopamine Receptor: Primary Screen for Agonists; D(2) dopamine receptor (Homo sapiens), P14416; HEK293 T-REx D2 cells, calcium flux agonist mode; activation, % at 2 µM; 0.53% of 340,000 active;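 active means activation over 3 SD above normal in the single-dose calcium agonist read, cut at about 30% in these data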; further: 0% is about no effect
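Tetracycline-induced HEK293 T-REx cells with force-coupled D2 receptor, plated overnight at 30 C, loaded with no-wash calcium dye. After a 10 s baseline, compound was pin-added and calcium flux read kinetically for 180 s; calcium rises flagged agonists.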
TrxR1 substrate: qHTS Assay for Substrates of Mammalian Selenoprotein Thioredoxin Reductase 1 (TrxR1): qHTS; Thioredoxin reductase 1, cytoplasmic (Rattus norvegicus), O89049; purified TrxR1 substrate turnover, NADPH consumption readout; Potency, µM (doses to about 114 µM), inactives show top-dose activity change, negative = substrate turnover; 0.01% of 390,000 active; AID 588456, 2011; further: potency means the concentration at half of the fitted maximal effect; on the % scale 0 is the no-effect control and ±100 the full control effect; nearly all actives have a fitted effect of over 50% in size
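Rat TrxR1, dispensed at 90 nM, was prereduced with 400 uM NADPH (final) for 5 min at ~22 deg C, then incubated with compound 15 min before 400 uM selenite. A first-read NADPH fluorescence drop versus no-compound background flagged substrates.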
rTrxR1 inhibitor: qHTS Assay for Inhibitors of Mammalian Selenoprotein Thioredoxin Reductase 1 (TrxR1): qHTS. Thioredoxin reductase 1, cytoplasmic (Rattus norvegicus), O89049. recombinant rTrxR1, NADPH fluorescence consumption, selenite substrate. Potency, µM (doses to about 114 µM), for the others: at the top dose activity change, negative = inhibition, most hits filed as inhibitors. 1% of 390,000 active. AID 588453, 2011; further: potency means the concentration at half of the fitted maximal effect; on the % scale 0 is the no-effect control and ±100 the full control effect; nearly all actives have a fitted effect of over 65% in size
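Rat TrxR1 (90 nM in the dispensed reagent) was pre-reduced with 400 uM NADPH for 5 min at room temperature, then incubated with compound for 15 min. After 400 uM selenite was added, NADPH fluorescence (Ex 340/Em 450 nm) was followed for 8 min.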
TRHR PAM: qHTS for Small Molecule Agonists and Allosteric Enhancers of Human TRH Receptor: Primary Screen for Enhancers | Thyrotropin-releasing hormone receptor (Homo sapiens), P34981 | TRHR cells, fluo-8 calcium fluorescence, EC20 TRH enhancement | enhancement, % at 2 µM | AID 493056, 2011 | 0.66% of 360,000 active; in the data active means enhancement above about 30%; further: 0% is about no effect
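TRHR-expressing cells loaded with fluo-8 calcium dye were read kinetically (ex 480/em 530) during compound addition, then stimulated with an EC20 of TRH (10 nM final). Enhancement of the Gq-mediated intracellular calcium response was scored.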
USP1 inh: Inhibitors of USP1/UAF1: Primary Screen | Ubiquitin carboxyl-terminal hydrolase 1 (Homo sapiens), O94782 | recombinant USP1/UAF1, Ub-Rhodamine cleavage fluorescence | Potency, µM (top dose mostly 57.1 µM), for inactives: top-dose activity change, negative = inhibition, hits mostly inhibitors | 0.23% of 390,000 active | AID 743255, 2014; further: potency means the concentration at half of the fitted maximal effect; on the % scale 0 is the no-effect control and ±100 the full control effect; nearly all actives have a fitted effect of over 60% in size; inactives centre near -12
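In this screen, compounds sit with the deubiquitinase complex (1nM) for 15 min at room temperature before Ub-Rho is added at 150nM final. Fluorescence rise is then followed for 6 reads every 60 seconds.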
IDH1 R132H inh: qHTS for Inhibitors of mutant isocitrate dehydrogenase 1 (IDH1): qHTS | Potency, µM (highest dose often 76.6 µM), without a hit: top-dose activity change, negative = inhibition, actives largely listed as inhibitors | Isocitrate dehydrogenase [NADP] cytoplasmic (Homo sapiens), O75874 | 0.093% of 390,000 active | IDH1-R132H enzyme, NADPH consumption, diaphorase/resazurin fluorescence | AID 602179, 2012; further: potency means the concentration at half of the fitted maximal effect; on the % scale 0 is the no-effect control and ±100 the full control effect; nearly all actives have a fitted effect of over 65% in size
Target sequence (O75874 whole entry R132H, stated change not applied): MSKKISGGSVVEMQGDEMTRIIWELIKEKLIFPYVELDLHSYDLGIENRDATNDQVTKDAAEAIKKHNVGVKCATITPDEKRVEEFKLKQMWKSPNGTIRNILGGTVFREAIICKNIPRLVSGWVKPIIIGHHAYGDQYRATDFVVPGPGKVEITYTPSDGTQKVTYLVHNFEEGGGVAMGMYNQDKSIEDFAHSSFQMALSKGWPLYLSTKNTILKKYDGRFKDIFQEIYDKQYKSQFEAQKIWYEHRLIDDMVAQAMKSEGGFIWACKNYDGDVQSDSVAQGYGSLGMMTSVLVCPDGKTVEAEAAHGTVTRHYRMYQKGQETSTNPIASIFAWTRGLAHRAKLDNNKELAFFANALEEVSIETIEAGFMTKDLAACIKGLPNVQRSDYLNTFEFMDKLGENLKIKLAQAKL
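IDH1-R132H (0.5 ug/mL) preincubated 30 min with compound, then NADPH (0.016 mM) and alpha-KG (2 mM) added; 80 min at RT, pH 7.5. Remaining NADPH coupled via diaphorase/resazurin to fluorescence (540/590 nm); concentration-response curves normalized to no-enzyme control.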
* marks the source's active call; other numbers are inactive results; u = inconclusive; x = not tested or not shown; & = joins results of further samples; [ ] = remark or other dose. Unless noted, the call rests on the fitted dose curve; in most records, active means well fitted inhibition curve with a large enough effect; inconclusive means small, poorly fitted or top-dose-only effect; inactive means no such curve, though single readings can be large or run the other way. These rows are one share of the data; the hit share may differ from the screen's.

Order of results – TRHR agonist, D2 antag, Pin1 inh, D2 agonist, TrxR1 substrate, rTrxR1 inhibitor, TRHR PAM, USP1 inh, IDH1 R132H inh
CCN(CC)c1cc(NC2CCCCC2)c2c3c(onc13)-c1ccccc1C2=O
 : -1.2, x, u, -1.0, -2%, -18%, 3, u, -11%
COc1cc(NC(=O)C2CC(=O)NC3=C2C(=O)CC(C)(C)C3)c(OC)cc1Cl (configuration not stated)
 : -0.5, -25, 40%, -0.1, -15%, -6%, -1, -7%, -1%
CC(=O)Nc1ccc(NCN2C(=O)[C@@H]3[C@H]4CC[C@H](C4)[C@@H]3C2=O)cc1
 : 0.2, -2, -2%, 0.8, -1%, 1%, 1, -14%, 4%
CCNc1nc(N)nc(-c2cc(Cl)ccc2OC)n1
 : -0.2, 17, -3%, -0.6, -6%, 16%[57.1 µM], -1, -4%, 5%
COC(=O)c1cn(CC(=O)N2CCCCC2C)c2ccccc12 (configuration not stated)
 : -0.4, 9, 5%, 0.0, -5%, -7%, -2, 4%, 13%
CS(=O)(=O)NCCNc1ccc(C(F)(F)F)cc1[N+](=O)[O-]
 : -0.2, -3, -6%, -0.4, -2%, 11%, 5, -18%, 0%
CCOc1ccc(CN2C(=O)c3ccccc3C2C(=O)NCC2CCCO2)cc1 (configuration not stated)
 : 0.4, -9, -9%, 0.6, 3%, 13%, 0, -4%, 8%
Cc1cc(C)c(OCC(=O)OCC(=O)NNC(=O)c2ccccc2F)c(C)c1
 : -1.6, 1, 7%, -1.4, -4%, -14%, 1, -12%, -5%
FC(F)(F)c1ccccc1N/N=C/c1cccnc1
 : -0.3, x, -3%, x, -17%, -17%, 10, -20%, 5%
COCCNC(=O)C(c1c[nH]c2ccccc12)N(C(=O)c1snc(C(N)=O)c1N)c1cccc(OC)c1 (configuration not stated)
 : 0.4, -3, -2%, 1.9, 2%, 10%, 17, -15%, -3%
COc1ccc(CCC(=O)N2CCN(S(=O)(=O)c3cccc(Cl)c3)CC2)cc1
 : -0.7, 5, 3%, 0.1, -3%, -9%, 16, 3%, -10%
CSCCC(NC(=O)COc1ccccc1)C(=O)N1CCCC(C(F)(F)F)C1 (configuration not stated)
 : -0.2, 4, 7%, -0.2, -2%[57.1 µM], 7%[57.1 µM], -6, -17%, 5%
Cc1cc(=O)oc2c3c(cc(OCC(=O)N[C@@H](Cc4ccccc4)C(=O)O)c12)OC(C)(C)CC3
 : -0.4, -3, 3%, 0.7, 461%[activator], u, 11, 7%, -11%
Cc1cccc(C(=O)Nc2nsc(N)n2)c1
 : 0.8, 2, 10%, 0.9, 5%[57.1 µM], 17%, 4, -31%, -10%
O=C(CCCOc1ccc(Cl)cc1Cl)Nc1ccncc1
 : -0.2, 1, 5%, 0.3, 8%, 4%, -6, -24%, -3%

Part of the list above with just TrxR1 substrate and IDH1 R132H inh:
molecule	TrxR1 substrate	IDH1 R132H inh
CS(=O)(=O)NCCNc1ccc(C(F)(F)F)cc1[N+](=O)[O-]	-2%	0%
CCOc1ccc(CN2C(=O)c3ccccc3C2C(=O)NCC2CCCO2)cc1 (configuration not stated)	3%	8%

More structures follow.
Order of results – TRHR agonist, D2 antag, Pin1 inh, D2 agonist, TrxR1 substrate, rTrxR1 inhibitor, TRHR PAM, USP1 inh, IDH1 R132H inh
Cc1ccc(N/C(N)=N/c2nc(CSc3nnc(C)s3)cc(=O)[nH]2)c(C)c1
 : 0.7, -23, -1%, -0.4, 6%, 9%, 15, -20%, -2%
CC1CCCN(C(=O)c2ccccc2OC2CCN(S(C)(=O)=O)CC2)C1 (configuration not stated)
 : 0.5, 9, -1%, 0.5, 9%[57.1 µM], 5%[57.1 µM], 18, -4%, 0%
COCCN(C(=O)Cc1ccc(OC)c(OC)c1)c1nc(-c2cc(OC)ccc2OC)cs1
 : 0.4, -2, 52%[activator], -0.1, 7%, 16%, -3, -13%, 4%
Nc1nnn(CC(=O)N/N=C/c2ccccc2Cl)n1
 : 0.8, 15, -5%, 0.6, 8%[57.1 µM], 23%[57.1 µM], -2, -10%, 0%
COc1ccc(O)c(C(=O)c2cnn(C(=O)c3ccc(C)cc3)c2)c1
 : -0.1, -9, 5%, -0.2, 10%, 48%[activator], -2, -20%, -16%
CCN(CC)C(=O)COc1ccc(-c2nnc(Nc3ccc(OC)c(C(=O)NC)c3)c3ccccc23)cc1
 : -0.4&-0.2, 9, -3%&1%, 0.5, 9%[57.1 µM], 37%[activator][57.1 µM], 28&2, u, 3%&0%
CN(C)c1ccc(/C=C2/C(=O)N(c3ccc([N+](=O)[O-])cc3)N=C2N2CCOCC2)cc1
 : -1.2, 8, x, 1.1, x, x, -8, x, x
FC(F)(F)c1ccccc1-n1c(-c2cnccn2)n[nH]c1=S
 : 0.6, -15, 1%, -0.3, 3%, 1%, 1, -23%, -2%
Cc1c(Br)ccc(NC(=O)Cn2nc(-c3cccs3)ccc2=O)c1C
 : -0.7, -43, 127%[activator], -0.4, 4%[57.1 µM], 5%[57.1 µM], 5, -18%, 9%
O=C1NC(=O)C2(N1)c1ccccc1-c1ccccc12
 : x, x, -7%, x, 14%[57.1 µM], 10%[11.4 µM], x, -21%, 2%
C=CCNC(=S)Nc1cccc2ccccc12
 : -0.1, 12, 4%, 0.2, 40%[57.1 µM], -5%, 6, 1%, 5%
O=C(COc1ccccc1F)NCC(c1ccc(F)cc1)N1CCOCC1 (configuration not stated)
 : -0.2, -21, 2%, 0.1, 1%, 17%, -12, -28%, -6%
CCOc1ccc2nc(N(CCCN(C)C)C(=O)c3ccc(S(=O)(=O)N4CCc5ccccc5C4)cc3)sc2c1
 : 2.3, 12, 8%, 1.4, 3%, 21%, 7, -22%, 0%
CCn1c(SCC(=O)Nc2ccc(F)cc2)nc2ccccc2c1=O
 : -0.9, -3, -2%, -4.0, 18%, 19%, -6, -22%, 13%
CC1CCN(c2ccc3nnc(CCC(=O)Nc4ccc(F)c(F)c4)n3n2)CC1
 : -0.8, 6, 4%, 0.4, 6%, 22%, -5, -20%, -8%

New compounds follow:
Order of results – TRHR agonist, D2 antag, Pin1 inh, D2 agonist, TrxR1 substrate, rTrxR1 inhibitor, TRHR PAM, USP1 inh, IDH1 R132H inh
O=C(NC(Cc1ccccc1)C(=O)N1CCN(c2ccccn2)CC1)c1ccco1 (configuration not stated)
 : 0.8, 7, 2%, 13, 17%, -13%, -4, -2%, 6%
COC(=O)c1cc(C(=O)OC)cc(N2C(=O)CN=C2Nc2nc(C)cc(C)n2)c1
 : -0.1, -7, -2%, -0.9, -1%, 1%, 2, 6%, 12%
Cc1ccc(S(=O)(=O)N2CC(O)CC2C(=O)O)cc1 (configuration not stated)
 : 0.0, -9, -7%, 0.0, 1%[57.1 µM], -18%[57.1 µM], 14, -10%, 1%
COc1ccc2c(CC(=O)N[C@@H](Cc3ccccc3)C(=O)O)cc(=O)oc2c1
 : 0.3, 10, -3%, -0.2, 205%[activator], u, 6, -20%, -3%
COc1ccc(NC(=O)CSc2ncccn2)cc1S(=O)(=O)N1CCCCC1
 : 1.9, -19, 6%, 0.3, -1%, -2%, 7, -5%, -1%
CCC(C(=O)NCCCN1CC(C)CC(C)C1)n1nc(C)c2sc3ccccc3c2c1=O (configuration not stated)
 : -0.7, -13, 1%, 0.6, -9%, 3%, -8, -10%, -14%
COc1ccc2oc(C(=O)OCC(=O)N3CC(C)CC(C)C3)c(C)c2c1 (configuration not stated)
 : -0.4, -10, -1%, -0.4, 55%[activator], -13%, -1, -8%, 0%
COc1ccc2c(c1)nc(SCC(O)c1ccccc1)n2C (configuration not stated)
 : -0.8, -22, -2%, -2.3, 13%[57.1 µM], 17%[57.1 µM], -5, -18%, 14%
C=CCSC(=S)NC1CCS(=O)(=O)C1 (configuration not stated)
 : 0.3, -1, 0%, 2.9, 3%, -14%, -3, -2%, 3%
C=CCNC(=S)N1CCN(c2cccc(C(F)(F)F)c2)CC1
 : -0.3, 2, 0%, -1.3, 1%, 15%, 10, -17%, 1%
Clc1ccccc1OCc1nnc2n1CCCCC2
 : -0.3, -4, -1%, -2.6, -3%, 1%, -1, -7%, -13%
O=C(CN1CCC(c2nc3ccccc3[nH]2)CC1)NCc1ccc2c(c1)OCO2
 : -0.2, 10, -1%, 0.6, 6%[57.1 µM], -5%[57.1 µM], 1, -1%, -1%
